High-throughput results as filed in PubChem BioAssay.
CaV13 FRET inh – Disruptors of the CACNA1D IQ motif to Ca2+-dependent inactivation inhibitor domain association, primary screening, Förster resonance energy transfer in intact living … | HEK cells, CFP/YFP FRET ICDI-IQ, plate reader, 10 min; percent FRET-ratio fall versus neutral wells | inhibition, % at 12.3 µM | 340,000 tested, 0.098% active | AID 743397;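 active = mean replicate inhibition of at least 30% and at least 1% of replicates passing that level; inconclusive = only one of the two criteria is met; inactive = neither criterion is met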;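 also: 0% = median of the neutral control wells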
Vif imaging – inhibitors of HIV Vif | inhibition, % at 7.49 µM | HEK293T cells, Vif self-association by quenched fluorescence, imaging, 24 h | 340,000 tested, 0.35% active; in the data active = inhibition above about 50%, passing the limit was not always enough; inconclusive = no clear call, values can overlap the other calls; inactive = below about 31%; also: some results filed as inactive read as strong as hits
Exocytosis inh – blocks lytic granule exocytosis. 360,000 tested, 0.66% active. inhibition, % at 10 µM. TALL-104 LAMP-1 surface exposure, flow cytometry; cells stimulated with thapsigargin and PMA;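 active = inhibition above about 55%, limit read from the data; inconclusive = no clear call, values can overlap the other calls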
Peg3 prom inh – Peg3 promoter activity inhibition; AID 588405; inhibition, % at 20 µM; HeLa PEG-Prom luciferase reporter, luminescence, overnight; 360,000 tested, 1.7% active;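 active = inhibition of at least 50% at 20 µM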
PDI turbidity – inhibitors of human protein disulfide isomerase; 350,000 tested, 0.052% active; PDI insulin aggregation turbidity, A650, 90 min; P07237; AID 588391; inhibition, % at 10 µM;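 active = mean inhibition across replicates of 30% or more, whatever share of single replicates reach that level; inconclusive = mean inhibition below 30% while every single replicate reaches 30%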;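 also: absorbance from insulin aggregation driven by PDI reduction with DTT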
Target sequence (P07237 whole entry, looked up): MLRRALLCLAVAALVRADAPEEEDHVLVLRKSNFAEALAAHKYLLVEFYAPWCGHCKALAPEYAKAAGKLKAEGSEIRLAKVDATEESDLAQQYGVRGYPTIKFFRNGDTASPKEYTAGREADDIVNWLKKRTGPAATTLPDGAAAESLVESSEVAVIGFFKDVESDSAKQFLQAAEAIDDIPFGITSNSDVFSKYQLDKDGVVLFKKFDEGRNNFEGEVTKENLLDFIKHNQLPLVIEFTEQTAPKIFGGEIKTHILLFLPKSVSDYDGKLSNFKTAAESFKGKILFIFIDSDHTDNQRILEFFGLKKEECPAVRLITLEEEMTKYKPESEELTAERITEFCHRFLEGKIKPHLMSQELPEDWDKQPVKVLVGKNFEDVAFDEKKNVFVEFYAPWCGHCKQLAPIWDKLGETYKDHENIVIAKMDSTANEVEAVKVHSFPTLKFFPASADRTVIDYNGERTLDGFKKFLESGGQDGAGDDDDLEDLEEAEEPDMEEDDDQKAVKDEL
NR2E3 ag-1 – agonists of human NR2E3 nuclear receptor; Q9Y5X4; 360,000 tested, 0.35% active; AID 602229; CHO-S Gal4-NCOR/VP16-NR2E3 two-hybrid, luciferase; inhibition of corepressor binding, % at 3.98 µM;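 active = inhibition above the mean of all tested compounds plus 3 SD, cut at about 70% in these data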;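 also: 0% = DMSO with NR2E3 transfected cells and 100% = cells lacking NR2E3 construct; higher means lower luciferase signal from less NR2E3 corepressor binding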
Target sequence (Q9Y5X4 whole entry, looked up, the tested form may be a part): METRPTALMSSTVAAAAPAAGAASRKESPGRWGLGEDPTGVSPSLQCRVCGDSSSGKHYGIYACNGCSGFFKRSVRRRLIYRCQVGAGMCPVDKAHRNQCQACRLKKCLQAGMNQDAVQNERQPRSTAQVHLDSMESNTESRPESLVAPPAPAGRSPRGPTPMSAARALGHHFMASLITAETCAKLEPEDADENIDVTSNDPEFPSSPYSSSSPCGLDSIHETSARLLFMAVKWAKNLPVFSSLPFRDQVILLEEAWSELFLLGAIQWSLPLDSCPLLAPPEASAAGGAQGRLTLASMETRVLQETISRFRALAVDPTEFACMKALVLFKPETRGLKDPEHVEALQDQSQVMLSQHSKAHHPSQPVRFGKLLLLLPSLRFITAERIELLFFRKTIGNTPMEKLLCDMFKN
hiPSC survival – increases survival of single human iPS cells; hiPSC single-cell survival, ATPlite luminescence; 100% = ROCK inhibitor wells, 0% = DMSO; survival enhancement, % at 20 µM; 360,000 tested, 0.044% active; AID 602274; in the data active = survival enhancement above about 18%;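 also: cells exposed to compounds for 16 hours before the ATP read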
aDG glyco up – increases alpha dystroglycan glycosylation. Pro5-aDG cells, alpha-DG glycosylation AlphaScreen (IIH6); 0% Pro5, 100% B10-LARGE cell signal. activation, % at 10 µM. 360,000 tested, 0.22% active. AID 624168;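 active = activation of at least 8% versus controls, or a plate z-score of at least 8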;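 also: Pro5 are CHO cells carrying HIG-tagged alpha-DG that lacks glycosylation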
MITF TRPM1 inh – MITF TRPM1 promoter inhibition in SK-MEL-5 cells; SK-MEL-5 TRPM1 promoter luciferase, 24 h; inhibition, % at 12.5 µM; 330,000 tested, 0.83% active; AID 488899;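 active = mean inhibition across replicates of 60% or more, whatever share of single replicates reaches that level; inconclusive = some that reach 60%, reason not given; inactive = mean inhibition across replicates below 60%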; also: values of inactives mirror those of a sister screen read the other way
NR2E3 ag-2 – agonists of human nuclear receptor NR2E3 | Q9Y5X4 | GST-NR2E3/biotin-RetCOR TR-FRET, 1536-well | inhibition of corepressor binding, % at 4.78 µM | 320,000 tested, 0.12% active | AID 2300;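 active = percent inhibition above the cutoff of mean plus 3 SD of all tested compounds, set per screening campaign, cut at about 20% in these data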;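 also: 0% = DMSO wells and 100% = biotin wells as full block of FRET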
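Material: NR2E3–RetCOR corepressor complex / Amount: 1.35 nM GST-NR2E3 / Medium: Tris pH 7.5 / Compound: single nominal compound dose of 4.8 µM / Incubation: 5 h at 4 °C / Technique: TR-FRET, Eu(K)-anti-GST donor, streptavidin-D2 acceptor, ex 340, em 617/671 nm / Read-out basis: percent loss of FRET ratio relative to control wells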
HIF-2a inh – inhibitors of HIF-2a. 786-0 RCC cells HIF-2a reporter, luciferase luminescence, overnight. inhibition, % at 18.8 µM. 360,000 tested, 0.72% active;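 active = inhibition of the luminescence signal of 40% or more relative to plate controls, in a single-dose primary screen at 18.75 µM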
Active calls of the source: *; ? = inconclusive; . = not tested or not shown.

Below each SMILES – CaV13 FRET inh, Vif imaging, Exocytosis inh, Peg3 prom inh, PDI turbidity, NR2E3 ag-1, hiPSC survival, aDG glyco up, MITF TRPM1 inh, NR2E3 ag-2, HIF-2a inh
[1] CCOC(=O)N/N=C/c1ccccc1F
    -3, ., 1, -159, -1, -70, -1.2, 0.0, -52, 3, -204
[2] CCN1CCN(CCCN(Cc2ccco2)C(=S)Nc2ccc(C)c(Cl)c2)CC1
    1, 3, -2, 3, 3, 4, -0.5, 0.9, -2, 3, 6
[3] O=C(C[n+]1ccc(-c2nnc3n2CCCCC3)cc1)c1ccc(Cl)cc1
    -4, 8, -11, 11, 3, 9, -0.2, 0.0, -6, 3, 10
[4] COc1ccc(C(=O)c2ccsc2N)cc1
    -5, -1, 39, -14, 3, -18, -0.3, 0.5, -22, -4, 8
[5] CCOC(=O)C(=NCCCN(C)C)NNc1ccc(Br)cc1
    -5, -1, -1, -17, -6, 21, -0.6, 0.2, -14, 1, 4
[6] COc1cc(CN2C[C@@H](CO)O[C@@H](n3cnc4c(N(C)C(C)C)ncnc43)C2)cc(OC)c1OC
    -10, -9, 0, -2, -2, -18, 0.3, 0.0, ., ., 3
[7] CCN(CC)S(=O)(=O)c1ccc(N2CC(C(=O)N3Cc4ccccc4CC3C(N)=O)CC2=O)cc1 (stereo unspecified)
    -2, 0, 3, 9, 4, 19, -0.1, -0.2, 0, ., -5
[8] CCOc1ccc2oc(C(=O)NNC(=O)c3ccccc3O)c(C)c2c1
    -6, 0, -2, -67, -8, -22, -0.5, 0.7, -5, -1, -98
[9] COC(=O)c1cc(NC(=O)c2ccc(-c3ccccc3)cc2)ccc1Cl
    -4, -10, 2, -31, -9, -25, -0.5, 0.1, -3, 2, -26
[10] O=C(NCCc1ccccc1)c1noc2c1CCc1ccccc1-2
    -11, 2, -2, -187, -4, -52, -1.4, 0.4, -13, -2, -178
[11] O=C(N/C=C/c1ccccc1)c1ccccc1
    -5, ., -2, -371, -10, -163, -1.1, 0.0, -113, 1, -278
[12] Cc1ccccc1C1C(=O)c2ccccc2C1=O
    -6, 10, -14, 9, 5, 0, -0.1, 0.0, 17, -2, 12
[13] O=C1OCCC1=COCCCCCCOC=C1CCOC1=O
    -5, 6, -5, 11, 3, 13, -1.2, 0.1, ., ., 12
[14] Cc1nc(SCC(=O)Nc2nccs2)c(C#N)c(C)c1C
    -15, -3, -4, 5, 2, 6, -0.6, 0.1, 46, 6, 16
[15] CC(C)C1N=C(c2ccc3c(c2)OCO3)CC(c2ccccc2O)N1 (stereo unspecified)
    -8, 0, 3, -3, 2, -83, -4.6, -0.6, -15, 1, -268
[16] Nc1nc2nccc(-c3ccco3)n2n1
    -4, -1, -1, -11, 3, 11, -2.2, 0.0, 1, 4, -9
[17] CCN(CC)C(=O)C1=C(C)N(CCCN2CCCC2=O)C(=O)C(CC(=O)NCCN2CCOCC2)C1 (stereo unspecified)
    -9, 22, -6, 3, -8, -17, -1.3, -0.1, ., ., 4
[18] Cc1c(C(=O)Nc2cccc(Oc3ccccc3)c2)sc(=O)n1Cc1ccc(F)cc1
    -3, -4, -2, 1, 9, -1, -4.3, 0.4, ., ., -23
[19] CC(C)(C)OC(=O)NCc1ccc(CNC(=O)c2[nH]cnc2C(=O)N[C@@H](Cc2ccccc2)C(=O)OC(C)(C)C)cc1
    -6, ., 6, 4, -6, 11, 4.9, 0.3, -17, 4, 16
[20] COc1ccc(CCNC(=O)NC23CC4CC(CC(C4)C2)C3)cc1OC
    ., -2, -5, -4, -12, -16, -0.2, 0.2, -1, 4, 13
[21] CC(=O)OC1(C(C)=O)CCC2C3CC(C(F)(F)F)C4=CC(=O)CCC4(C)C3CCC21C (stereo unspecified)
    -6, -6, -4, -29, -6, -7, -1.5, 1.0, 19, ., 5
[22] Cc1ccccc1-n1c(=S)[nH]c2nc3c(cc2c1=O)CCCC3
    -2, 3, 1, 0, -1, 12, -0.3, -0.4, -7, 5, 10
[23] Cc1ccc(S(=O)(=O)N2CCCC(C(=O)NCCC3=CCCCC3)C2)cc1 (stereo unspecified)
    -4, -5, 8, 11, 2, -1, -1.9, 0.2, 8, -1, 8
[24] CCNC(=S)N/N=C(\C)c1ccc2c(c1)OCCO2
    -4, 4, 5, -61, -4, -47, -2.3, 3.3, -12, 0, -47
[25] CN1C[C@@H]2C(c3ccc(C(F)(F)F)cc3)C3(c4ccccc4)CC2(C3)[C@H]1c1ccccc1 (stereo partly specified)
    -5, 1, 5, -4, -4, -16, -2.7, 0.2, -5, 1, -20
[26] COc1cccc(N(CC(=O)NCCSCc2ccc(Cl)cc2)S(C)(=O)=O)c1
    -22, 3, 18, 14, -3, 3, 0.8, 0.1, 3, 3, 22
[27] CCc1ccc(OCC(=O)NC2CC(C)(C)NC(C)(C)C2)cc1
    -20, -2, 0, -6, -4, -7, 0.2, 0.3, 15, -2, 5
[28] CC(=O)Nc1ccc(OCCOc2ccc(NC(C)=O)cc2)cc1
    -20, -3, 0, -1, -6, -10, 0.3, 0.1, -12, -1, -6
[29] CN(Cc1cccs1)C(=O)CSc1nc(N)cc(N)n1
    ., 2, -1, 2, -5, -29, -0.1, -0.2, -8, 1, -2
[30] O=C(COC(=O)CCc1c[nH]c2ccccc12)Nc1cccc(Cl)c1
    -5, -3, -2, 3, 0, -3, -0.9, -0.1, ., ., 14
[31] CCn1cc(CNCc2cn[nH]c2-c2cc3ccccc3o2)cn1
    6, -3, -2, 0, -4, -11, -0.2, 0.2, 14, 0, 4
[32] COc1ccc2c(C)cc(N3CCN(c4ccc(F)cc4)CC3)nc2c1
    -6, 10, 13, 21, -2, 9, 0.2, 0.5, 6, 0, 18
[33] COc1ccc(-c2c3c(nc4sc5c(Cl)nc(C)nc5c24)CCC3)cc1
    ., -3, 9, 109*, 12, 8, 17, 0.2, 47, 3, -2
[34] COc1cc(OC)nc(Nc2nc(C(N)Cc3ccc(F)cc3)cs2)n1 (stereo unspecified)
    -7, 8, 14, 96*, 9, -22, -1.4, 6.1, ., ., 15
[35] CCC(C)NCCCOc1ccc(Cl)cc1C(C)(C)C (stereo unspecified)
    -18, -4, -1, -3, -3, 20, -0.8, 0.5, -2, 2, 9
[36] COc1cc(C(=O)NCC(=O)N2CCN(S(=O)(=O)c3cc(C)ccc3C)CC2)cc(OC)c1OC
    -12, -8, -2, 12, 0, -17, -0.4, -0.4, 17, 4, 32
[37] COc1ccc(-c2c(C)nn3c(C(F)(F)F)cc(C)nc23)cc1
    -17, 13, -5, 5, -3, -13, 2.5, 0.0, ., ., 4
[38] Cc1cc(=O)oc2cc(OCC(=O)OCC(=O)Nc3ccc(C(N)=O)cc3)ccc12
    -6, 12, 0, 1, -1, 8, -0.5, 0.0, 10, 0, 19
[39] Cc1c(OCC(=O)NCC2CCC(C(=O)O)CC2)ccc2c3c(c(=O)oc12)CCC3 (stereo unspecified)
    ., 6, -3, -4, ., -29, 0.9, 0.1, -8, 0, 2
[40] Cc1ccc(C(=O)NNC(=O)c2cccc(S(=O)(=O)N3CCOCC3)c2)cc1
    -3, 0, -1, -13, -2, -25, -0.3, -0.1, -4, ., 7
[41] O=C1NCCCc2nc(Oc3ccccc3)sc21
    ., -13, 0, -6, 9, -8, 3.6, 0.2, -23, -1, -3
[42] Cc1nc2c(-c3ccc(Cl)cc3)cnn2c(N)c1-c1ccc(F)cc1
    -3, -13, 6, 44, 0, 32, -0.6, 0.8, ., 1, 10
[43] COC(=O)c1ccc(NC(=O)Nc2ccc(C)cc2)cc1
    ., 3, 3, -196, -5, -73, -3.0, 0.1, -19, 1, -88
[44] Cn1nccc1C(=O)N1CCN(c2cccc(Cl)c2)CC1
    -2, -2, 1, -13, -7, -2, -0.1, 0.2, -10, 0, 12
[45] Cc1ccc2[nH]c3c(c2c1)CN(C(=O)CN(C)CC1OCCO1)CC3
    -7, -2, 0, 5, 13, 0, -1.2, -0.2, 15, 3, 0
[46] N#CCc1ccc(NC(=O)c2ccc(S(=O)(=O)N3CCOCC3)cc2)cc1
    -6, 0, 0, -2, -4, -11, 0.5, -0.2, 4, 0, 4
[47] Cc1ccc(CN2CCN(/N=C/c3cccs3)CC2)cc1
    -3, -1, 2, -20, -9, -9, 0.7, -0.3, -1, 4, -17
[48] O=S(=O)(/N=C(\c1ccc(F)cc1)N1CCOCC1)c1ccccc1
    -6, ., 2, -4, -7, -13, 0.7, 0.1, ., ., 3
[49] CCCCCC(=O)Nc1nc(C)c(-c2csc(Nc3ccccc3OC)n2)s1
    -5, -10, -6, -4, 4, -11, -1.9, 0.8, 0, 4, -1
[50] COc1cc(Cl)c(C)cc1NC(=O)c1ccccc1NC(=O)CN1CCN(c2ccccn2)CC1
    -13, 1, -6, 91*, 0, 12, 3.3, -0.3, ., ., 19
[51] CCC1ON(C(C)C)C2c3nc4ccccc4n3CC12 (stereo unspecified)
    -5, -1, 0, 4, 1, 36, 4.5, 0.1, 10, 1, 3
[52] Cc1c(NC(=O)CC(O)(C(F)(F)F)C(F)(F)F)c(=O)n(-c2ccccc2)n1C
    -10, ?, -5, 11, -4, 3, -1.3, 0.2, 9, 3, -1
[53] CCOC(=O)[C@H]1[C@H]2COc3cc(OC)ccc3[C@@H]2N2C(=O)CN(CCc3c[nH]c4ccccc34)C(=O)[C@@]12C
    -9, 7, -4, 2, 4, -8, -1.6, -0.3, 20, 1, 19
[54] Nc1nc(SCc2ccccc2)c2ncn(CCO)c2n1
    -17, 6, 8, -40, -2, -1, 2.7, -0.3, -3, ., -34
[55] CC(C)(C)c1ccc(C(=O)Nc2ccc(N3CCOCC3)cc2)cc1
    -9, -9, 2, -21, 0, 9, -2.4, 0.7, -9, -2, -35
